# Compound activity deposited in PubChem BioAssay by several laboratories.
# MOR-DOR ag – agonists of human mu-delta opioid receptor heterodimerization | cells, OPRM1-OPRD1 heterodimerization, luminescence | AID 504326 | P35372+P41143 | 340,000 tested, 0.3% active | activation, % at 9.3 µM; in the data active = activation above about 18%;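 also: 0% = vehicle-treated cells and 100% = reference agonist; values of inactives mirror those of a sister screen read the other way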
# Arrestin-AP2 inh – inhibitors of human beta-arrestin and AP2 interaction | FITC-arrestin peptide / GST-AP2 beads, flow cytometry; AP2 beta2 appendage carries R879A mutation | AID 504490 | 340,000 tested, 0.31% active | inhibition, % at 10 µM;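 active = inhibition above a set limit, near 3 SD of compounds lacking own fluorescence, cut at about 54% in these data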;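 also: plate controls were DMSO wells for no effect and 5 µM unlabelled arrestin peptide for full effect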
#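 Material – GST-tagged AP2 beta2-adaptin appendage (R879A) on 4 µm glutathione beads · Probe or stimulus – fluorescein-tagged arrestin peptide at 50 nM final · Timing – 12 min plus 1 h, RT · Detection – bead flow cytometry, FITC channel · Read-out basis – inhibition as reduced fluorescein signal on beads, percent · Medium – PBS plus Tween 20 (0.05%) and BSA (0.1%)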
# Keap1 Nrf2 FP – inhibitors of human Keap1-Nrf2 protein-protein interaction; Keap1 Kelch-Nrf2 peptide fluorescence polarization, 1536-well; inhibition, % at 9.4 µM; 340,000 tested, 0.15% active; AID 504523; in the data active = inhibition above about 12%;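 also: human Keap1 Kelch domain with fluorescein labeled Nrf2 9mer peptide probe; 0% = neutral control wells and 100% = peptide positive control; higher means more block of Keap1 binding to Nrf2 peptide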
# Target sequence (Q14145 whole entry, looked up, the tested form may be a part): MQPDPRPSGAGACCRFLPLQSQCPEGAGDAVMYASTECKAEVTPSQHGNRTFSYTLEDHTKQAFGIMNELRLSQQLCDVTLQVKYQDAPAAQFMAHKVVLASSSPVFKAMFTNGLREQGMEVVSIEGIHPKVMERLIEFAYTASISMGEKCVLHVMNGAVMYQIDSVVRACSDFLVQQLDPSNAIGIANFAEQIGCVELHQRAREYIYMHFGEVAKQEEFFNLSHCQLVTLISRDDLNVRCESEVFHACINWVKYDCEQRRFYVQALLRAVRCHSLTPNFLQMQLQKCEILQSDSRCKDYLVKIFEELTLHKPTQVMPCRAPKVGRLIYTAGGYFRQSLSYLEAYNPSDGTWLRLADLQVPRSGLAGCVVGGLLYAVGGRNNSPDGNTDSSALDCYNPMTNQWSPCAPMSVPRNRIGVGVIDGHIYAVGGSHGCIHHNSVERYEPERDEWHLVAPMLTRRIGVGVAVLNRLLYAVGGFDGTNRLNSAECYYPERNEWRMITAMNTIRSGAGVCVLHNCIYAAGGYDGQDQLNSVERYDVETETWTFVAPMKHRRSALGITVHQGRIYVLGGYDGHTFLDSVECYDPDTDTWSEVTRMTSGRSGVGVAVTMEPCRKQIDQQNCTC
# V-ATPase pHluor – alters yeast V-ATPase proton transport. 350,000 tested, 0.37% active. S. cerevisiae, pHLuorin cytosolic pH fluorescence. response, % at 10 µM; in the data active = response mostly above about 7.3%, no sharp cut-off; inactive = mostly below about 5.4%; also: actives read high; inactives centre near 0; some compounds called inactive have numbers as strong as hits; reference of the scale not given here
# LANA DNA inh – blocks KSHV LANA C-terminal domain binding to DNA. MBP-C-LANA/FAM-LBS DNA binding, fluorescence polarization. inhibition, % at 9 µM. 340,000 tested, 0.078% active;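 active = highest replicate inhibition at or above 60% at 9 µM, even if other replicates fall short; inactive = all replicates below 60% inhibition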;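 also: 0% = neutral control wells and 100% = 4 µM acridine orange control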
# OPRM1-OPRD1 inv – mu-delta opioid heterodimer inverse agonism; P35372+P41143; cell-based MOR-DOR heterodimer luminescence; inhibition, % at 9.3 µM; AID 504357; 340,000 tested, 0.21% active; in the data active = inhibition above about 22%, passing the limit was not always enough;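 also: 0% = cells with DMSO and 100% = wells without cells with DMSO; values of inactives mirror those of a sister screen read the other way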
# DSG3 Ab inh – human desmoglein-3 autoantibody binding inhibition; 310,000 tested, 0.48% active; binding (percent of control), % at 10 µM; DSG3-coupled beads, scFv-anti-DSG3-GFP binding, flow cytometry; stronger effect = lower value; P32926; AID 588358;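 active = binding more than 3 SD below its plate's average and above zero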;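 also: hits lower antibody fragment binding to DSG3; some compounds called inactive have numbers as strong as hits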
# RTF Ca sens inh – cardiac RTF calcium desensitization | inhibition, % at 7.15 µM | P19429+P45379 | 340,000 tested, 0.12% active | IANBD-labeled cardiac RTF, Ca2+ fluorescence;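 active = inhibition above the mean inhibition of all tested compounds plus 3 SD, cut at about 17% in these data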;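 also: assay run at fixed EC70 calcium of 1.6 mM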
# Wnt act – activators of Wnt/beta-catenin signaling; activation, % at 9.35 µM; 300,000 tested, 1.2% active; Wnt/beta-catenin reporter cell assay, activator, plate reader; AID 743398; in the data active = activation above about 30%, passing the limit was not always enough;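 also: 0% = neutral control wells and 100% = positive control wells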
# RTF Ca sens act – cardiac RTF calcium sensitization. 340,000 tested, 0.24% active. IANBD-labeled TnC RTF fluorescence at EC20 calcium; 0% EC20 calcium, 100% full calcium. activation, % at 7.2 µM. P19429+P45379;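 active = activation above the mean over all tested compounds plus 3 SD, cut at about 30% in these data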;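 also: rise in fluorescence read as greater calcium sensitivity of cardiac thin filaments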
# The depositor's hits bear a star; . = not tested or not shown.
SMILES,MOR-DOR ag,Arrestin-AP2 inh,Keap1 Nrf2 FP,V-ATPase pHluor,LANA DNA inh,OPRM1-OPRD1 inv,DSG3 Ab inh,RTF Ca sens inh,Wnt act,RTF Ca sens act
COc1ccc(N2CCN(C3CCCN(S(=O)(=O)c4ccc(C)cc4C)C3)CC2)cc1 (centres undefined),0.4,32.5,0.8,1.3,0.4,-2.1,89.9,-9.5,2.1,-2.8
Cc1ccc(-n2c(C)cc(C(=O)CSc3nnnn3C)c2C)cc1,4.6,-4.6,-0.8,-1.2,-0.4,-28.1,104.1,3.2,62.5*,-0.4
O=C(COC(=O)c1ncc(Cl)c(Cl)c1Cl)NC(=O)NCc1ccccc1,8.0,11.0,-3.8,1.1,0.2,-39.0,113.9,-3.5,-0.8,2.6
COc1ccc2oc(C(=O)OCC(=O)Nc3cc(S(=O)(=O)N4CCOCC4)ccc3C)c(C)c2c1,-0.3,-2.1,-2.0,6.6,0.0,1.7,101.8,-8.8,-3.9,-17.4
c1ccc(-c2cc3c(N4CCN(c5ncccn5)CC4)ncnc3s2)cc1,-2.4,-4.9,1.5,-1.4,2.1,12.3,96.5,1.6,-1.7,-9.5
COc1ccc(/C=C/C(=O)NC(=S)NNC(=O)c2cccs2)cc1,-4.3,-36.7,0.6,1.6,-0.1,23.2,97.0,5.2,1.1,-1.6
CC1CCN(S(=O)(=O)c2ccc3c(c2)c(=O)c(C(=O)N2CCOCC2)cn3C)CC1,-1.4,-7.5,1.2,5.3,-2.9,7.3,.,-6.8,0.8,1.9
Cc1ccc(Cn2c(C(=O)NCCCN3CCOCC3)cc3sccc32)cc1,1.1,11.4,0.6,-0.4,-1.1,-6.1,103.3,-8.9,.,3.3
COc1ccccc1-n1nnnc1SCC(=O)NC1CCCCC1,-1.9,-1.8,-3.2,-1.7,0.5,13.3,88.4,4.2,-0.8,1.6
CS(=O)(=O)N(CC(=O)NCc1ccccc1Cl)C1CCCCC1,-0.8,4.1,-5.9,1.6,-0.2,4.4,105.1,-7.5,.,2.9
Cc1cccc(OCCn2cnc(Cl)c2Cl)c1,-0.6,33.4,-3.5,0.0,-1.5,2.9,76.7,4.4,0.8,4.5
Cc1ccn(CC(=O)N2CCCC(C(=O)c3cccc4ccccc34)C2)n1 (centres undefined),-0.3,10.6,-2.4,8.2,0.9,1.8,106.0,4.2,1.6,9.8
COc1cccc(/C=N/NC(=O)C(=O)N2CCCCCC2)c1OC,-2.1,-1.1,-2.0,0.1,-0.3,14.6,105.4,4.1,0.7,-1.5
CCCCCCCCN1[C@@H](CC(=O)OCC)c2cc(F)ccc2S1(=O)=O,1.2,1.0,-1.3,-2.0,0.1,-7.2,103.0,-1.8,-1.9,0.5
O=C(O)CC(c1cccc(C(F)(F)F)c1)N1CCS(=O)(=O)CC1 (centres undefined),-0.8,12.9,-3.7,1.2,0.2,3.9,98.1,-10.1,-0.5,2.4
O=c1c2cccc3c2c(nn1CN1CCOCC1)-c1ccccc1-3,-1.1,1.4,0.9,0.6,2.7,7.1,100.8,-2.2,.,-2.9
O=C(Cn1cnc2ccccc2c1=O)c1cccs1,-1.1,-8.3,-5.5,1.3,1.1,6.0,.,0.2,-2.2,2.7
Cc1ccc(C(=O)CC(C(=O)O)n2cnc([N+](=O)[O-])n2)cc1 (centres undefined),-1.0,-8.0,-8.3,-3.2,0.5,6.0,97.4,5.7,-1.4,-3.5
O=C(Cn1ccccc1=O)c1ccc(Cl)cc1,-0.6,-14.8,-2.3,-4.5,0.0,3.4,98.4,0.0,-1.4,-1.0
COCCCNC(=S)Nc1ccccc1[N+](=O)[O-],-1.5,-4.3,0.0,-1.2,-0.3,8.5,98.9,-8.3,-0.9,-1.1
O=c1c2c3c(sc2n(CCN2CCCC2)c(=O)n1Cc1ccccc1)CCCCC3,.,7.7,.,1.4,.,.,113.5,.,-2.8,.
CCN(CC)c1ccc(NC(=O)COC(=O)COc2ccccc2[N+](=O)[O-])cc1,1.4,1.0,-8.7,0.1,0.0,-8.4,92.6,-1.3,-0.9,2.7
CCC(C)(C)NCC(=O)Nc1ccc(OC(F)(F)F)cc1,0.1,3.2,2.0,0.8,-1.3,-0.6,100.1,4.1,5.0,0.0
CC(CS(=O)(=O)c1cccc2cccnc12)N1CCCCC1 (centres undefined),-3.2,5.4,-0.8,2.3,7.6,13.2,114.3,-10.0,.,7.5
CN1C[C@@H]2C(c3ccccc3)C3(c4cccnc4)CC2(C3)[C@H]1c1ccccc1 (some centres undefined),-0.2,18.5,-2.6,-1.0,-0.3,0.9,97.9,-7.9,1.9,1.7
CC(C)(C)NC(=O)C(c1ccncc1)N(Cc1cccs1)C(=O)c1csnn1 (centres undefined),-1.8,6.6,-8.9,1.7,-1.2,9.3,98.1,-2.4,-1.7,-0.1
Cc1cccc(C)c1N=Cc1c(O)n(-c2nccs2)c(=O)c2ccccc12,0.5,25.4,-0.8,8.1,-0.3,-2.5,96.4,12.2,.,4.5
Clc1ccc(Cl)c2sc(N3CCOCC3)nc12,-0.6,0.8,-2.0,7.3,-0.3,3.5,101.4,-3.7,.,-0.8
Cc1cccc(C(=O)Oc2csc(=S)n2C(=O)c2cccc(C)c2)c1,-2.0,33.5,0.7,-0.6,2.4,12.7,91.8,7.8,1.9,-9.0
CC1C(=O)C(C)C(c2ccc(Cl)cc2)NC1c1ccc(Cl)cc1 (centres undefined),.,-1.4,.,-0.3,.,.,108.6,.,4.2,.
O=C(OCn1nnc2ccccc2c1=O)C1COc2ccccc2O1 (centres undefined),-2.7,-10.8,1.4,1.9,-0.8,15.4,99.6,-4.6,1.8,6.1
CC(=O)c1ccc(OCc2cc(C(=O)N(C)CCOc3ccc(C)cc3)no2)cc1,-2.1,5.6,-1.2,0.5,-0.8,10.8,101.9,3.1,-0.3,3.3
COc1ccc(NC(=O)c2ccc(COCC(F)(F)C(F)F)cc2)cc1OC,1.9,2.5,-2.9,-1.1,-1.2,-10.3,132.3,-6.9,4.7,5.6
Cc1ccccc1CN1CCN(CC(=O)NCc2ccccc2)C1=O,0.2,2.4,0.7,-0.5,1.3,-1.2,105.3,-5.1,-2.0,-0.9
O=c1c2c(nc3cc(-c4cccc(Cl)c4)[nH]n13)CCC2,-1.5,0.0,-3.4,4.2,-1.6,7.9,109.4,-2.0,.,1.7
Cn1cc(Br)c(C(=O)N/N=C/c2cccc(OC3CSC3)c2)n1,-2.7,-4.9,-0.5,-3.5,-0.7,16.1,92.6,-6.8,4.7,-0.6
CCCc1cnc(N2CCN(C(=O)c3c(-c4ccccc4)noc3C)CC2)nc1,-2.8,0.9,-0.1,-0.5,1.8,13.9,.,-5.8,-2.5,0.1
O=C(c1ccccc1Br)N1CCN(c2ccccn2)CC1,-1.4,0.2,-1.7,1.1,2.1,7.4,89.0,-6.1,0.8,-4.2
Cc1ccc(S(=O)(=O)Nc2ccc(S(=O)(=O)NC(C)(C)C)cc2)cc1,-1.3,23.3,2.3,-2.7,-0.3,6.6,101.0,-1.6,-4.2,-3.3
Cc1nc(NC(C)c2ccccc2)c2c3c(sc2n1)CCC3 (centres undefined),2.5,2.9,0.4,0.2,-0.5,-12.1,105.7,1.3,.,-0.2
COc1cc(NC(=O)c2ccccc2)cc(OC)c1,-2.1,3.8,-1.0,3.0,-0.9,10.7,.,-9.8,20.2,0.6
COc1ccccc1Nc1ncnc2c1c(C)c(C)n2CCCN(C)C,-2.4,4.2,-5.4,-2.8,-2.4,13.9,92.0,-1.1,-3.5,-0.6
COc1ccc(CCn2c(=N)c(C(=O)NCCN3CCOCC3)cc3c(=O)n4ccccc4nc32)cc1OC,-2.9,-2.7,-7.1,3.1,-1.8,14.3,102.0,-9.7,-0.6,4.4
CCOc1cc(OCC)nc(S(C)(=O)=O)n1,-2.0,.,-0.3,0.6,2.0,12.1,97.3,4.7,-8.4,2.2
CN1CCN(c2cc(C(F)(F)F)nc3ccc(F)cc23)CC1,-3.5,-7.1,0.2,-1.1,0.6,18.2,109.5,7.9,3.9,-5.5
COc1ccccc1OCCNC(=O)c1ccc(NC(=O)CC2SC(N3CCCC3)=NC2=O)cc1 (centres undefined),-3.4,-9.2,4.1,0.3,-1.3,13.4,105.4,-12.5,-0.6,2.6
CCSc1nc(N)c(NC(=O)c2ccc(Br)o2)c(=O)[nH]1,-2.5,-8.2,1.1,1.9,-0.4,13.1,102.3,-6.8,-0.3,-6.3
CCCN(C1CCS(=O)(=O)C1)S(=O)(=O)c1ccc2ccccc2c1 (centres undefined),-3.6,-6.6,-2.7,-1.1,-0.3,14.4,109.0,-6.3,-1.0,0.3
N#Cc1ccc(C(=O)Nc2cc(C3CC3)nn2-c2ccccc2)cc1,-3.0,-10.6,-1.1,3.0,-0.6,16.7,99.3,3.3,1.0,-0.6
Nc1nnc(SCC(=O)Nc2nnc(-c3ccccc3)o2)s1,-1.2,-11.1,-1.9,-1.0,-1.1,5.1,.,-4.3,-4.1,-3.3

# Carrying on:
SMILES,MOR-DOR ag,Arrestin-AP2 inh,Keap1 Nrf2 FP,V-ATPase pHluor,LANA DNA inh,OPRM1-OPRD1 inv,DSG3 Ab inh,RTF Ca sens inh,Wnt act,RTF Ca sens act
Cc1c(Cc2ccccc2)c(=O)oc2cc(O)ccc12,-1.0,-9.1,-0.1,2.0,-0.3,4.8,89.0,0.2,1.2,7.2
N=C(c1cccc([N+](=O)[O-])c1)N1CCCCCC1,-0.4,-6.5,-2.9,0.0,-0.2,2.1,93.8,-4.2,-0.8,2.7
CC1CCN(CC(=O)NC(=O)NCc2ccccc2)CC1,-2.6,13.5,-0.1,-2.7,-1.5,13.7,88.5,-11.2,-0.8,10.8
Oc1ccc(/C=N/NC(=S)NCC2CCCO2)cc1 (centres undefined),-0.7,5.8,-2.6,-0.5,-0.4,4.0,116.5,-2.6,.,6.7
O=C(O)c1cc(N/N=C/c2ccncc2)ccc1Cl,-3.2,-8.4,0.2,-0.7,0.0,16.4,85.3,-15.1,2.0,2.4
CCC(C(=O)OC)n1cnc2c(nnn2-c2ccc(OC)cc2)c1=O (centres undefined),0.0,-6.7,-1.2,0.2,0.0,0.1,99.7,-6.3,-1.4,1.2
COc1ccc(NC(=O)CSc2nc3ccccc3c(=O)n2C)cc1,-2.8,-7.5,-0.2,-0.9,0.9,14.5,105.8,-12.2,-1.1,-0.8

# Some of these compounds in order of their number in Keap1 Nrf2 FP, ascending:
compound | Keap1 Nrf2 FP
CCC(C(=O)OC)n1cnc2c(nnn2-c2ccc(OC)cc2)c1=O (centres undefined) | -1.2
CC1CCN(CC(=O)NC(=O)NCc2ccccc2)CC1 | -0.1
O=C(O)c1cc(N/N=C/c2ccncc2)ccc1Cl | 0.2
